Screening results from PubChem BioAssay.
IMPase Li cell: membrane-permeable IMPase blocker, potentiated with lithium | hit rate 0.35% among 210,000 | CHO-M1 cells, IP1 TR-FRET (IP-One), carbachol + lithium | Potency, µM (highest dose often 59.4 µM), without a hit: top-dose activity, negative = IMPase inhibition, most hits filed as inhibitors;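 further: IP1 builds up when IMPase is blocked and the TR-FRET signal falls; potency means the concentration at half of the fitted maximal effect; plate controls were basal vehicle for no effect and high inhibitor control for full effect; nearly all actives have a fitted effect of over 50% in size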
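CHO cells stably expressing M1 receptor (2000/well, cultured 16–30 h) treated 30 min at 37C with compound plus low lithium. Cytosolic IP1 by TR-FRET (665/620 ratio and 620 channel) after 10 min lysis; AC50 by Hill fit.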
L3MBTL1 block: blocks human L3MBTL1; AlphaScreen L3MBTL1–H3K9me1 peptide binding; Potency, µM (top dose mostly 57.1 µM), inactives show at the highest dose activity, negative = inhibition, most hits filed as inhibitors; hit rate 0.66% among 230,000; AID 485360; further: potency means the concentration at half of the fitted maximal effect; on the % scale 0 is the no-effect control and ±100 the full control effect; nearly all actives have a fitted effect of over 60% in size
Target sequence (Q9Y468 whole entry, looked up): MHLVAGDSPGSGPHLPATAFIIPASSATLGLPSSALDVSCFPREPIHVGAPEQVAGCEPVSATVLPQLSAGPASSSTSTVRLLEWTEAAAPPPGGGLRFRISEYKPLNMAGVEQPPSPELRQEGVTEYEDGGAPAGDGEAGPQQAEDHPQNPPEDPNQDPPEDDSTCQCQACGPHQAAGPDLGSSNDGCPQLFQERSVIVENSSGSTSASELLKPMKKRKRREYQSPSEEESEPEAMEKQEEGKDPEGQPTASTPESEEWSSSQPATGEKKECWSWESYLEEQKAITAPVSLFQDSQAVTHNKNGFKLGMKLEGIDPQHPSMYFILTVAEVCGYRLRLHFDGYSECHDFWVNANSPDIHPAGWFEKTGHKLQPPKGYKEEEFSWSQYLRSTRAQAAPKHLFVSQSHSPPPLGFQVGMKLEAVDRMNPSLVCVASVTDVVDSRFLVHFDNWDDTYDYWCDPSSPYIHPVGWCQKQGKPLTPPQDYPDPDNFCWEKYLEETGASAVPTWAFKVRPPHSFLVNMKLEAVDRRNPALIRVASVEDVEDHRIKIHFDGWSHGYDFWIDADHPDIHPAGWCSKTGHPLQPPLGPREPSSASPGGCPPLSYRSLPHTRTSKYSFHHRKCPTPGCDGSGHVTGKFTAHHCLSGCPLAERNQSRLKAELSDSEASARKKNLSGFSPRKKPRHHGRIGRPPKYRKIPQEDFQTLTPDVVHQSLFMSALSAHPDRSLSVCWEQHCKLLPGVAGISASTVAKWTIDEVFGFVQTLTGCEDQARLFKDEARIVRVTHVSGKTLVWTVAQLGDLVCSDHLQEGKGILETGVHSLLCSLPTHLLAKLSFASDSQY
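Displacement of a biotinylated histone H3(1-15) peptide monomethylated at Lys9 (75 nM) from L3MBTL1 (50 nM) was measured by AlphaScreen after a 30 min room-temperature compound incubation; cefsulodin titration served as intraplate control.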
Epigenetic reg: epigenetic control regulation, reporter derepression. murine LDR cells, GFP reporter derepression, 30 h. Potency, µM (titrated, usually from 53.9 µM), without a hit: top-dose GFP activation, usual class: activators. hit rate 0.2% among 280,000; further: potency means the concentration at half of the fitted maximal effect; % of control where 0% means no effect; nearly all actives have a fitted effect of over 60% in size
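Murine LDR cells carrying a silenced, genomically integrated CMV-driven GFP reporter were exposed to compound for 30 hours at 37 C. After PBS washes, GFP-positive cells (20–120 um objects) were counted by laser-scanning microplate cytometry.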
CBFb RUNX1 block: inhibitors of human CBF-beta and RUNX1 interaction | Q01196+Q13951 | AlphaScreen CBFb-His/RUNX1-biotin binding, biochemical | AID 1477 | 230,000 tested, under 10 active | Potency, µM (titrated, usually from 59.8 µM), for inactives: at the top dose activity, negative = inhibition, hits mostly inhibitors; further: % of control where 0% means no effect
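Interaction loss through any mechanism counts as activity. Pre-formed complex of His-CBF-beta and biotin-RUNX1 (30 nM apiece) is incubated with compound 15 min, then with 50 ng nickel and 50 ng streptavidin beads for 90 min before AlphaScreen detection.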
NPSR antagonist: blocks cAMP signaling of the human neuropeptide S receptor. Q6W5P4. CHO-NPSR cells, cAMP TR-FRET, antagonist mode. Potency, µM (doses to about 38.3 µM), for inactives: top-dose activity change, negative = inhibition, most hits filed as inhibitors. hit rate 1% among 220,000; further: potency means the concentration at half of the fitted maximal effect; on the % scale 0 is the no-effect control and ±100 the full control effect; nearly all actives have a fitted effect of over 50% in size; many of its hits are not listed in these tables
HttQ103 aggreg: inhibitors of mutant huntingtin aggregate formation in PC12 cells; PC12 HttQ103-GFP aggregates, Acumen cytometry, 40 h; Potency, µM (doses to about 46.1 µM), inactives show at the highest dose activity change, negative = inhibition, hits mostly inhibitors; hit rate 1.1% among 220,000; further: potency means the concentration at half of the fitted maximal effect; on the % scale 0 is the no-effect control and ±100 the full control effect; nearly all actives have a fitted effect of over 60% in size
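PC12/HTTQ103-GFP, ecdysone-inducible; teb 100 nM; cpd qHTS titration; GFP aggregates read on laser cytometer, Ex 488/Em 500-530 nm.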
Luc counter: blocks Kinase-Glo luciferase, a counter-screen artifact | Q27757 | Potency, µM (top dose mostly 38.3 µM), inactives show at the highest dose activity change, negative = inhibition, usual class: inhibitors | Kinase-Glo luciferase, ATP luminescence, 8 min | hit rate 0.28% among 200,000; further: potency means the concentration at half of the fitted maximal effect; on the % scale 0 is the no-effect control and ±100 the full control effect; nearly all actives have a fitted effect of over 60% in size
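Kinase-Glo luciferase light output from ATP and luciferin was measured with 10 uM ATP, within the enzyme's linear range. Buffer: 50 mM imidazole pH 7.2, 50 mM KCl, 7 mM MgCl2, 0.01% Tween 20, 0.05% BSA; luminescence read after 8 min at ambient temperature.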
An asterisk follows results filed as active; u = inconclusive; x = not tested or not shown; [ ] = another dose, or the depositor's remark. The call rests on the fitted dose curve; in most records, active means well fitted curve in the direction sought with a large enough effect; inconclusive means small, poorly fitted or top-dose-only effect, or another doubt; inactive means no such curve, though single readings can be large; an effect the other way counts as inactive or inconclusive. Some of the compounds tested, so the mix of outcomes need not match the whole.

SMILES	IMPase Li cell	L3MBTL1 block	Epigenetic reg	CBFb RUNX1 block	NPSR antagonist	HttQ103 aggreg	Luc counter
CC(=O)N(C)c1ccc(OCC(O)Cn2c(C)nc3ccccc32)cc1 (configuration not stated)	0%	17%	-1.1%	26%	12%	u	2%
COc1ccc(/C=C/C(=O)c2ccc(Cl)s2)cc1O	7%[38.3 µM]	x	u	-6%	u	-10%	-6%
CN1CCN(C(=O)c2ccc(CN3CCOCC3)cc2)CC1	-16%[38.3 µM]	25%	-0.8%	3%	-10%[46.1 µM]	16%	1%
COCCNC(=O)CSCc1c(F)cccc1Cl	0%[38.3 µM]	3%	-1.1%	3%	-1%[46.1 µM]	-2%	1%
CCCN1C(=O)/C(=C/c2ccc(C)o2)SC1=Nc1ccc(OC)cc1	17%[38.3 µM]	-15%	u	u	u	16%	-2%
CCN(CC)S(=O)(=O)c1cccc(NC(=O)CCSc2ccc(Cl)cc2)c1	5%	13%	0.0%	24%	-8%	-6%	-4%
Cc1ccc(-c2cc(C(=O)NC3=NCCS3)c3cc(Br)ccc3n2)o1	u	32µM*	u	-14%	u	u	0%
Cc1cc(C)c2nc(C(F)(F)F)nc(NCCCN3CCOCC3)c2c1	33%[activator][38.3 µM]	x	-7.3%	2%	-14%[46.1 µM]	-22%	16%
COc1ccc(NC(=S)N2CCC(C(=O)c3ccc(C)cc3)CC2)c(OC)c1	7%	-14%	4.8%	-5%	26%	2%[9.22 µM]	-3%
O=c1[nH]ncc2c3ccccc3n(Cc3cccc(Cl)c3)c12	3%	8%	-0.5%	2%	-7%	-32%	0%
O=C(O)CCC(=O)Nc1ccc(Sc2ccc([N+](=O)[O-])cc2)cc1	-3%	1%	0.0%	-6%	9%	1%	-1%
C[C@@H]1C[C@](C)(C(=O)c2ccc3ccccc3c2)C=C1c1ccc2ccccc2c1	17%	x	-1.1%	4%	x	x	2%
CN(Cc1ccccc1)c1ccc(C(CC(N)=O)NC(=O)Cc2ccc(Br)cc2)cc1[N+](=O)[O-] (configuration not stated)	x	x	7.5%	-5%	-29%	15%[9.22 µM]	x
Cc1ccccc1-n1nnnc1SCC(=O)Nc1ccc(S(=O)(=O)N2CCCC2)cc1	6%	-4%	0.9%	5%	-20%[46.1 µM]	10%	1%
CC(C)NC(=S)NN=C1c2ccccc2-c2ccccc21	-1%	-10%	-2.7%	-14%	-32%	16%	6%

The final four entries of the section before open the next one.
SMILES	IMPase Li cell	L3MBTL1 block	Epigenetic reg	CBFb RUNX1 block	NPSR antagonist	HttQ103 aggreg	Luc counter
C[C@@H]1C[C@](C)(C(=O)c2ccc3ccccc3c2)C=C1c1ccc2ccccc2c1	17%	x	-1.1%	4%	x	x	2%
CN(Cc1ccccc1)c1ccc(C(CC(N)=O)NC(=O)Cc2ccc(Br)cc2)cc1[N+](=O)[O-] (configuration not stated)	x	x	7.5%	-5%	-29%	15%[9.22 µM]	x
Cc1ccccc1-n1nnnc1SCC(=O)Nc1ccc(S(=O)(=O)N2CCCC2)cc1	6%	-4%	0.9%	5%	-20%[46.1 µM]	10%	1%
CC(C)NC(=S)NN=C1c2ccccc2-c2ccccc21	-1%	-10%	-2.7%	-14%	-32%	16%	6%
COc1cc(/C=N/Nc2ncc(C(F)(F)F)cc2Cl)cc(OC)c1OC	12%	1%	-1.0%	0%	-28%	-2%	2%
CCCn1cnc2cc(NC(=O)c3cccs3)ccc21	-17%	12%	-1.1%	-19%	0%	-9%	-12%
N#Cc1ccccc1NC(=O)c1ccccc1OCC(=O)NCc1ccco1	2%[38.3 µM]	-1%[11.4 µM]	0.0%	0%	1%[46.1 µM]	-26%	-2%
COc1ccc(CSc2nnnn2-c2ccccc2)cc1	19%[38.3 µM]	x	3.8%	14%	-18%[46.1 µM]	-5%	-3%
CCCNC(=S)N1CCC(NC(=O)Nc2ccc(C)cc2)CC1	3%	2%	2.1%	3%	6%	1%[9.22 µM]	-2%
CC1(C)CC(=O)C2=C(C1)N=C1SCCC(=O)N1C2c1cccc([N+](=O)[O-])c1 (configuration not stated)	17%	-18%	-1.5%	4%	5%	u	-1%
CCOC(=O)c1cnc(Nc2ccc(OCC)cc2)nc1C	38%[activator][38.3 µM]	x	0.0%	3%	-16%[46.1 µM]	1%	-1%
CCCCCn1c(SCC#N)nc2cc(C(=O)NCC3CCCO3)ccc2c1=O (configuration not stated)	1%[38.3 µM]	0%	-1.0%	2%	7%[46.1 µM]	-15%	-1%
OCC1(Cc2ccccc2)CCN(Cc2cnn(-c3ccccc3F)c2)CC1	3%	-3%	0.0%	2%	2%	8%[9.22 µM]	3%
CN(/C(=N\S(=O)(=O)c1ccccc1)c1ccccc1)c1ccc(O)cc1	-1%	x	-1.1%	-1%	-14%	1%	3%
O=C(Cc1ccc(-n2cccc2)cc1)NC1CCCCC1	x	-5%	-1.9%	-11%	-16%[46.1 µM]	4%	x
CCCCCCC(C)n1[nH]c(=O)c2c(C)cc(=O)[nH]c21 (configuration not stated)	10%[38.3 µM]	-3%	-10%	12%	-13%[46.1 µM]	11µM*	-3%
COc1ccc(C2CC(c3ccc(Cl)cc3Cl)n3nc(N)nc3N2)cc1 (configuration not stated)	6%	u	5.0%	-8%	-13%[46.1 µM]	-21%	-2%
Cc1cc(=O)oc2cc(OC(C)C(=O)Nc3ccc(N4CCOCC4)cc3)ccc12 (configuration not stated)	5%[38.3 µM]	7%	-1.1%	0%	-14%[46.1 µM]	8%	1%
CCOC(=O)N1CCN(C(=O)C2CCN(S(=O)(=O)c3c(C)cc(C)cc3C)CC2)CC1	18%[38.3 µM]	x	-0.2%	-12%	-14%[46.1 µM]	-5%	-2%
O=C(CSc1nc2ncc(Br)cc2[nH]1)Nc1ccc2c(c1)OCO2	x	-6%	-5.5%	2%	-7%[46.1 µM]	-6%	x
Cc1noc(C)c1CSCC(=O)OCC(=O)NC1CCCCC1	-2%[38.3 µM]	1%	0.9%	3%	6%[46.1 µM]	-5%	-2%
Nc1[nH]c(=S)[nH]c(=O)c1-c1ccccc1	10%[38.3 µM]	5%	-11%	13%	0%[46.1 µM]	18%	-2%
Cc1ccc(/C=C2\SC(=S)N(CCCC(=O)Nc3ccc(O)cc3)C2=O)cc1	x	-19%	-1.0%	7%	-35%	21%[9.22 µM]	x
Cc1nn(-c2ccccc2)nc1C(N)=O	x	12%	1.0%	3%	-15%	-19%[9.22 µM]	x
O=C1c2ccccc2C(=O)N1CCc1nn[nH]n1	18%[38.3 µM]	-2%	3.2%	9%	-12%[46.1 µM]	-9%	3%
Cc1cc(C(=O)CSc2nnc(-c3ccccc3)n2-c2ccccc2)c(C)n1-c1ncn[nH]1	-5%[38.3 µM]	-5%	0.3%	-16%	-25%[46.1 µM]	-2%	-4%
CC1(C)Cc2c(sc(/N=C/N3CCOCC3)c2C#N)C(C)(C)N1	19%[38.3 µM]	-5%	0.0%	6%	-7%[46.1 µM]	-2%	4%
CCSC1=C(C#N)C2(CCCCC2)C(C#N)=C(N)N1	4%[38.3 µM]	-2%	-2.9%	1%	-15%[46.1 µM]	u	-3%
Cc1ccc(C(=O)Cn2nnc(-c3ccccc3-n3cnnn3)n2)cc1	2%[38.3 µM]	-2%	-1.1%	-2%	-3%[46.1 µM]	10%	5%
Cn1nccc1NC(=O)c1nccnc1C(=O)O	x	4%	1.1%	-2%	-22%	-2%[9.22 µM]	x
CCCc1ccc(-c2cc(C(=O)NC3=NCCS3)c3ccccc3n2)cc1	x	3%	-0.9%	-1%	u	4µM*	x
N#CC(c1ccccc1)c1ccc(C(=O)c2ccc(F)cc2)cc1 (configuration not stated)	12%[38.3 µM]	x	-1.5%	22%	u	u	-5%
N#C/C(=C/c1ccc(O)c(O)c1)C(=O)OC/C=C/c1ccccc1	29%	x	2.1%	x	x	x	x
Cc1cccc(Cn2c(N3CCc4ccccc4C3)nc3c2c(=O)[nH]c(=O)n3C)c1	40%[38.3 µM]	x	-2.9%	2%	8%[46.1 µM]	12%	-5%
Cc1ccc(S(=O)(=O)NCCc2ccncc2)cc1	12%[38.3 µM]	-1%[11.4 µM]	0.0%	13%	4%[46.1 µM]	-2%	1%
COc1cc(/C=C/C(=O)OCC(=O)N2CCCCCC2)ccc1OCC#N	-5%	x	0.0%	-1%	7%	-14%	-1%
COc1cccc(CNc2ccc(F)c(Cl)c2)c1OC	43%[activator][38.3 µM]	x	-0.2%	2%	-21%[46.1 µM]	4%[9.22 µM]	3%
Nc1ccc(-c2nc3ccc([N+](=O)[O-])cc3[nH]2)cc1	-4%	0%	-1.1%	-8%	-1%	4%	-6%
COc1cccc(C(=O)NNC(=O)C2CC(C)=C(C)CC2C(=O)O)c1 (configuration not stated)	-1%[38.3 µM]	5%	0.0%	1%	-8%[46.1 µM]	-8%	0%
Cc1c(Cl)cccc1NC(=S)N1CCc2ccccc2C1	9%	1%	2.6%	5%	-25%	u	0%
COc1cccc(/C=N/NC(=O)CC2C(=O)NN=C2C)c1O (configuration not stated)	31%[activator][38.3 µM]	x	-0.5%	-2%	-4%[46.1 µM]	9%[1.84 µM]	1%
O=C(N[C@@H](Cc1ccccc1)C(=O)CCl)OCc1ccccc1	22%	3%	-1.2%	11%	u	x	-1%
CC(C)CNC(=S)Nc1ccc(S(N)(=O)=O)cc1	-8%	2%	-7.9%	3%	-6%	-7%	0%
CC(C)N1CCc2c(sc(N)c2C#N)C1	6%[38.3 µM]	-11%	-2.7%	-20%	4%[7.67 µM]	8%	-2%
Cc1cccnc1CN1CCN(Cc2nc(C(c3ccccc3)c3ccccc3)no2)CC1	29%	-25%	7.3%	-7%	-1%	-1%[9.22 µM]	-1%
O=C(O)c1ccc2nnn(O)c2c1	x	10%	0.0%	12%	-15%	-15%[9.22 µM]	x
Cn1c(C(=O)Nc2ccc3c(c2)OCCO3)cc2sccc21	-7%[38.3 µM]	-1%	-0.2%	-15%	-6%[46.1 µM]	-10%	-15%
CC1(C)CC(=O)C=C(NNC(=O)OC(C)(C)C)C1	-5%	-26%	-3.0%	-7%	14%	15%	-1%
Cc1ccc2nc(NC(=O)C3CC(=O)N(Cc4ccco4)C3)sc2c1 (configuration not stated)	-6%	4%	-2.2%	2%	-11%	-21%	0%
COc1ccc(S(=O)(=O)N2CCN(C3CCN(Cc4ccccc4)CC3)CC2)cc1	27%[38.3 µM]	-1%	-12%	-5%	-2%[46.1 µM]	-15%	-2%
CCn1c(=O)cc(OCC(=O)Nc2ccc(C)cn2)c2ccccc21	3%[38.3 µM]	2%	0.0%	-3%	-6%[46.1 µM]	33%	-4%
